RMI-FANCM inh – disruptors of RMI1/RMI2 association with MM2 peptide – biochemical, fluorescence polarization, human, primary screen; RMI core complex (RMI1/RMI2) binding to FANCM MM2 peptide, human; RMI core complex with F-MM2 peptide; active compounds read low; FP signal (polarization) at 33 µM; 70,000 tested, 0.58% active; AID 1159607, 2016; in the data active = FP signal below about 40; note: inactives centre near 61; strong numbers were not always called active; unit not given here
Active calls of the source: *; & = joins results of further samples. These rows are one share of the data, so the mix of outcomes need not match the whole.

The opening 2 compounds, ahead of the listing:
For COc1ccc(S(=O)(=O)NC2CC(=O)N(c3ccc(C)c(C)c3)C2)cc1C (stereo unspecified) the results were RMI-FANCM inh 52.
Screening NC(=O)C1CCCN1S(=O)(=O)c1ccccc1 (stereo unspecified) returned RMI-FANCM inh 74.

All compounds of this part, from the first entry:
For COc1ccc(S(=O)(=O)NC2CC(=O)N(c3ccc(C)c(C)c3)C2)cc1C (stereo unspecified) the results were RMI-FANCM inh 52.
Screening NC(=O)C1CCCN1S(=O)(=O)c1ccccc1 (stereo unspecified) returned RMI-FANCM inh 74.
O=C(C1CCN(c2ccc(-c3ccccc3)nn2)CC1)N1CCOCC1 was read as RMI-FANCM inh 61.
Screening O=S(=O)(NCCOc1ccc(F)cc1)c1ccc(Cl)c(Cl)c1 returned RMI-FANCM inh 64.
COc1ccc(C)cc1NC(=O)COc1cc(C)c(Cl)c(C)c1 was read as RMI-FANCM inh 67.
For Cn1cnc(S(=O)(=O)Nc2ccc3c(c2)C(=O)OC3)c1 the results were RMI-FANCM inh 54.
COc1ccc(S(=O)(=O)NCCN2CCN(c3ccccc3OC)CC2)cc1F was read as RMI-FANCM inh 64.
CCOC(=O)C(O)(NC(=O)Nc1ccccc1)C(F)(F)F (stereo unspecified) was read as RMI-FANCM inh 54.
For c1ccc(CNc2nc3ccccc3s2)nc1 the results were RMI-FANCM inh 78.
`Clc1ccc(COc2ccncc2)c(Cl)c1` gave RMI-FANCM inh 61.
`CCOc1ccccc1CNC(=O)c1cn(-c2cccc(Cl)c2)nn1` gave RMI-FANCM inh 61.
Screening COc1ccc(-c2cnnn2-c2ccc(NC(=O)c3ccc(S(=O)(=O)N4CCCCC4)cc3)cc2)cc1 returned RMI-FANCM inh 63.
C=CCN1C(=O)C(C)(C)COc2ccc(NS(=O)(=O)c3ccc(OC)c(Cl)c3)cc21 was read as RMI-FANCM inh 68.
CCOc1ccc(N(C)S(=O)(=O)c2ccsc2-c2nc(-c3ccccc3C)no2)cc1 was read as RMI-FANCM inh 58.
`O=c1cc(-c2ccccc2)nc(SCc2nc(-c3cccc(Cl)c3)no2)[nH]1` gave RMI-FANCM inh 64.
O=C1c2cccc([N+](=O)[O-])c2C(=O)N1c1ccc(OC(F)(F)F)cc1 was read as RMI-FANCM inh 50.
Cc1ccc(NC2SC(=O)NC2=O)c(C)c1 (stereo unspecified) was read as RMI-FANCM inh 59.
Screening NC(=O)CN1CCN(c2ccccc2)CC1 returned RMI-FANCM inh 68.
For CSc1cc(C(F)(F)F)c(C(=O)Nc2cccc(C)c2C)cn1 the results were RMI-FANCM inh 55.
For COC(=O)CNC(c1ccccc1)c1cc(C)ccc1NS(=O)(=O)c1ccc(C)cc1 (stereo unspecified) the results were RMI-FANCM inh 62&59.
For COc1cccc(/C=C2\Oc3c(ccc(O)c3CN3CC4CC(C3)c3cccc(=O)n3C4)C2=O)c1 (stereo unspecified) the results were RMI-FANCM inh 68.
For C(=Nc1ncn[nH]1)c1cccs1 the results were RMI-FANCM inh 63.
Cc1ccccc1N1C(=O)C(=Cc2ccco2)C(=O)N(c2ccccc2C)C1=O was read as RMI-FANCM inh 57.
COc1cc(NS(=O)(=O)c2c(C)oc3c(F)c(F)c(F)c(F)c23)cc(OC)c1OC was read as RMI-FANCM inh 59.
For COc1ccc(OC)c2[nH]c(=O)c(CCNC(=O)c3ccc(S(=O)(=O)N4CCCCC4)cc3)cc12 the results were RMI-FANCM inh 57.
For CCC1(c2ccccc2)NC(=O)N(C)C1=O (stereo unspecified) the results were RMI-FANCM inh 61&49.
`Cc1cc(C)c2sc(N(CCCN3CCOCC3)C(=O)c3ccno3)nc2c1` gave RMI-FANCM inh 67.
For COc1cccc(NC(=O)NCCn2nc(-c3ccco3)ccc2=O)c1 the results were RMI-FANCM inh 71.
`COc1ccc(CNC(=O)CCCCn2c(=O)[nH]c3cc(OC)c(OC)cc3c2=O)cc1` gave RMI-FANCM inh 59.
Screening CC1CN(C(=O)CCCC(=O)N2CC(C)OC(C)C2)CC(C)O1 (stereo unspecified) returned RMI-FANCM inh 55.
Screening OC1(c2cccc(F)c2)CCCCC1 returned RMI-FANCM inh 61.
COc1ccc(N2CCN(Cc3nc4c(c(=O)n(C)c(=O)n4C)n3CC(O)CO)CC2)cc1 (stereo unspecified) was read as RMI-FANCM inh 56.
Screening O=C(CCc1ccc(-c2ccc(Cl)cc2)o1)NC1CCCC1 returned RMI-FANCM inh 67.
For Cc1cccc(NC(=O)Nc2c(C)nc3c(C)cccn3c2=O)c1 the results were RMI-FANCM inh 93.
`O=C(CC(NCc1ccccc1)C(=O)O)Nc1ccc(OC(F)F)cc1` (stereo unspecified) gave RMI-FANCM inh 52.
`CCOC(=O)Cn1c(=NC(=O)c2cc(=O)c3ccccc3o2)sc2cc(S(N)(=O)=O)ccc21` gave RMI-FANCM inh 64.
COc1cc(C(=O)Nc2nnc(SCC(=O)c3ccccc3)s2)c([N+](=O)[O-])cc1OC was read as RMI-FANCM inh 60.
`O=C1NN=C(c2cccs2)CC1c1ccccc1` (stereo unspecified) gave RMI-FANCM inh 53.
O=S(=O)(NCCNC/C=C/c1ccc(Br)cc1)c1cccc2cnccc12 was read as RMI-FANCM inh 67.
`CN(C)S(=O)(=O)c1ccc(C(=O)NCCCn2nc(-c3cccnc3)ccc2=O)cc1` gave RMI-FANCM inh 68.
Screening COC(=O)Nc1nc(CC(=O)NCc2ccco2)cs1 returned RMI-FANCM inh 61.
For CCCN1C(=O)C(C)(C)COc2ccc(NC(=O)c3cc(OCC)c(OCC)c(OCC)c3)cc21 the results were RMI-FANCM inh 66.
Screening CC(C)(C)c1ccc(C(=O)N2CCCCCC2)cc1 returned RMI-FANCM inh 64.
For Cc1cc(C)c2c(n1)sc1c(Oc3ccc(Cl)cc3)ncnc12 the results were RMI-FANCM inh 57.
CC(=O)Nc1cccc(NC(=O)c2csc(Nc3ccc(S(C)(=O)=O)cc3)n2)c1 was read as RMI-FANCM inh 65.
`COc1cccc(C(=O)NCCOc2cccc(C(F)(F)F)c2)c1` gave RMI-FANCM inh 60.
`FC(F)(F)Oc1ccccc1-c1nnc(-c2ccncc2)o1` gave RMI-FANCM inh 58.
Screening Cc1ccc(C)c(-n2c(N)c(C(=O)NC3CCCC3)sc2=S)c1 returned RMI-FANCM inh 63.
NC(=O)CSc1nnc2ccc3ccccc3n12 was read as RMI-FANCM inh 61.
Cc1ccc2c(c1)CCCN2C(=O)c1cnn(-c2ccc(F)cc2)c1C was read as RMI-FANCM inh 57.

Looked up by compound from the list above, seven records:
Cc1ccc2c(c1)CCCN2C(=O)c1cnn(-c2ccc(F)cc2)c1C was read as RMI-FANCM inh 57.
`COc1cccc(C(=O)NCCOc2cccc(C(F)(F)F)c2)c1` gave RMI-FANCM inh 60.
`FC(F)(F)Oc1ccccc1-c1nnc(-c2ccncc2)o1` gave RMI-FANCM inh 58.
NC(=O)CSc1nnc2ccc3ccccc3n12 was read as RMI-FANCM inh 61.
Screening CC(C)(C)c1ccc(C(=O)N2CCCCCC2)cc1 returned RMI-FANCM inh 64.
Screening COC(=O)Nc1nc(CC(=O)NCc2ccco2)cs1 returned RMI-FANCM inh 61.
Screening Cc1ccc(C)c(-n2c(N)c(C(=O)NC3CCCC3)sc2=S)c1 returned RMI-FANCM inh 63.

Next part.
COc1ccc(CCC(=O)Nc2ccc3nc(C)n(-c4ccc(F)cc4)c(=O)c3c2)cc1 was read as RMI-FANCM inh 63.
`CNN1C(=O)c2cccc3cccc(c23)C1=O` gave RMI-FANCM inh 55.
Screening O=c1ccc(-c2ccccc2)nn1CCCNS(=O)(=O)c1cccc(C(F)(F)F)c1 returned RMI-FANCM inh 65.
Screening C#CCOc1ccc2c3c(c(=O)oc2c1)CCCC3 returned RMI-FANCM inh 60.
`CC(=O)N1CCN(c2ccnc3c2c(=O)n(Cc2cc(C)ccc2C)c(=O)n3C)CC1` gave RMI-FANCM inh 67.
Screening CCOc1ccc(C)cc1S(=O)(=O)NCC1CCN(Cc2ccccc2)CC1 returned RMI-FANCM inh 78.
O=C(Nc1ccc2c(c1)N(C(=O)c1ccco1)CCC2)c1cc(Cl)ccc1[N+](=O)[O-] was read as RMI-FANCM inh 60.
`COc1ccc(-c2c(N)n(-c3ccccc3)c(=O)c3cc([N+](=O)[O-])ccc23)cc1OC` gave RMI-FANCM inh 51.
`c1ccc(-c2nnc3n2-c2ccccc2SC3)cc1` gave RMI-FANCM inh 55.
For OCc1noc(-c2ccc(Cl)c(Cl)c2)n1 the results were RMI-FANCM inh 55.
`O=C(c1ccc(Sc2ccccn2)c([N+](=O)[O-])c1)N1CC=CCC1` gave RMI-FANCM inh 55.
`CC1(C(=O)N/N=C\c2ccccc2O)CCC(c2nc3ccccc3[nH]2)C1(C)C` (stereo unspecified) gave RMI-FANCM inh 52&62.
COc1cccc(C(=O)N=c2sc3ccc(C)c(C)c3n2C)c1 was read as RMI-FANCM inh 70.
`FC(F)(F)c1c[nH]c(=S)c(C(F)(F)F)c1` gave RMI-FANCM inh 55.
`O=C(NCc1nnnn1C1CCCCC1)c1ccc(S(=O)(=O)N2CCCCC2)cc1` gave RMI-FANCM inh 56.
Screening CN(CC(=O)N1CCc2ccccc21)S(=O)(=O)c1cccc2cnccc12 returned RMI-FANCM inh 57.
Screening CC(C)C(=O)NCCc1ccc(N(C)C)cc1 returned RMI-FANCM inh 71.
O=C(CC1CCCC1)NCCn1ncc2c(=O)n(Cc3ccc(F)cc3)cnc21 was read as RMI-FANCM inh 68.
`COc1ccc(-n2c(C)nc3ccc(NC(=O)c4c(F)cccc4Cl)cc3c2=O)cc1` gave RMI-FANCM inh 64.
`CC(C)[C@@H]1CC[C@@H](C)C[C@H]1OC(=O)c1ccccc1` gave RMI-FANCM inh 59.
`CC(=O)Nc1ccc2c(c1)CCN2C(=O)c1ccco1` gave RMI-FANCM inh 63.
`O=C(NCCNS(=O)(=O)c1cccs1)c1ccc(NC(=O)C2CCCC2)cc1` gave RMI-FANCM inh 62.
Screening C=CCN1C(=O)C(C)(C)COc2cc(NC(=O)COc3ccc(F)cc3)ccc21 returned RMI-FANCM inh 68.
`O=S(=O)(Nc1ccc2c(c1)OCCO2)c1cc(S(=O)(=O)c2ccccc2)cs1` gave RMI-FANCM inh 52.
Screening CC(=O)c1sc(NC(=O)c2cccc(C(F)(F)F)c2)nc1C returned RMI-FANCM inh 56.
Cn1nnc2c(NCCc3ccc(F)cc3)ncnc21 was read as RMI-FANCM inh 53.
For CCOC(=O)c1ccc(NS(=O)C23CC4CC(CC(C4)C2)C3)cc1 (stereo unspecified) the results were RMI-FANCM inh 61.
For Cc1cc(=O)[nH]c(SCC(=O)N(c2ccccc2)C(C)C)n1 the results were RMI-FANCM inh 50.
COc1ccc2nc(-c3ccc(C)c(NC(=O)C(C)(C)C)c3)cn2n1 was read as RMI-FANCM inh 73.
Screening COc1ccccc1CNC(=O)CSc1ccc(-c2sc(-c3cccnc3)nc2C)nn1 returned RMI-FANCM inh 68.
O=[N+]([O-])c1cccc(OS(=O)(=O)N2CCOCC2)c1 was read as RMI-FANCM inh 62.
`CCOC(=O)c1c(NC(=O)c2ccc(OCC)cc2)sc2c1CCC2` gave RMI-FANCM inh 62.
For CC(C)(C)c1ccc(C(=O)NC(=S)Nc2ccc(S(N)(=O)=O)cc2)cc1Br the results were RMI-FANCM inh 58.
`CC(=O)c1c(-c2ccccc2)c2cc([N+](=O)[O-])ccc2[nH]c1=O` gave RMI-FANCM inh 53&62.
For Cc1ccc(Nc2nc(C(=O)N3CCN(c4ncccn4)CC3)cs2)c(C)c1 the results were RMI-FANCM inh 63.
Cc1ccc(C)c(NC(=S)NCCc2cc3c(C)ccc(C)c3[nH]c2=O)c1 was read as RMI-FANCM inh 74.
Screening Cc1cc(C)cc(OCCNS(=O)(=O)c2cccs2)c1 returned RMI-FANCM inh 62.
`COC(=O)CC(CC(=O)OC)(c1cc(C)c(O)c(C)c1)c1cc(C)c(O)c(C)c1` gave RMI-FANCM inh 52.
Screening CCOc1ccc(-c2cc3c(=O)n(Cc4nc(-c5ccc(F)cc5)no4)ccn3n2)cc1 returned RMI-FANCM inh 84.
Screening CC(C)(C)NC(=S)NNC(=O)c1cccc(Br)c1 returned RMI-FANCM inh 57.
For O=C(Nc1nnc(CCS(=O)(=O)c2ccccc2)o1)c1cc2ccccc2o1 the results were RMI-FANCM inh 52.
Screening C=CCC1(Nc2ccc3ccccc3c2)CCCCC1 returned RMI-FANCM inh 54.
COc1ccccc1NC(=O)N1CCn2cccc2C1c1ccc(Br)cc1 (stereo unspecified) was read as RMI-FANCM inh 56.
For COc1ccc(Cl)c2sc(N(Cc3ccccn3)C(=O)C3CCCC3)nc12 the results were RMI-FANCM inh 71.
Screening C/C(=N/Nc1cc(C(F)(F)F)ccc1Cl)c1ccc(C#CC(C)(C)O)s1 returned RMI-FANCM inh 54.
`Cc1cc(C(=O)Nc2nc3c(C(C)C)cccc3s2)no1` gave RMI-FANCM inh 55.
CN(C)CCCN(C(=O)c1ccc(S(=O)(=O)N2CCc3ccccc32)cc1)c1nc2ccc(Cl)cc2s1 was read as RMI-FANCM inh 152.
COc1cc2ccccc2c(=O)c2ccsc12 was read as RMI-FANCM inh 63.
O=C1NC(=O)C2(CCN(C(=O)c3ccc(-c4ccccc4)cc3)CC2)N1 was read as RMI-FANCM inh 60.
Screening Cc1ccc2cc(CCNC(=O)C3c4ccccc4Oc4ccccc43)c(=O)[nH]c2c1C returned RMI-FANCM inh 65.
Screening Cc1cc(NC(=O)C(=O)NCCC2=CCCCC2)no1 returned RMI-FANCM inh 53.
Screening O=C(CN1C(=O)c2ccccc2C1=O)Nc1cccc(-c2nc3ccccc3[nH]2)c1 returned RMI-FANCM inh 61.
